SENP7 inh – SENP7 protease inhibitors, primary screen, biochemical, luminescence, uHTS. recombinant SENP7, Z-RLRGG-aminoluciferin luminescence, 40 min. inhibition, % at 5 µM. 1.5% of 330,000 active;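 active = inhibition above about 50% at the single test dose, limit read from the data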;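 also: plate controls were DMSO with enzyme for no effect and no enzyme buffer wells for full effect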
Target sequence (Q9BQF6 706-1050 limits assumed): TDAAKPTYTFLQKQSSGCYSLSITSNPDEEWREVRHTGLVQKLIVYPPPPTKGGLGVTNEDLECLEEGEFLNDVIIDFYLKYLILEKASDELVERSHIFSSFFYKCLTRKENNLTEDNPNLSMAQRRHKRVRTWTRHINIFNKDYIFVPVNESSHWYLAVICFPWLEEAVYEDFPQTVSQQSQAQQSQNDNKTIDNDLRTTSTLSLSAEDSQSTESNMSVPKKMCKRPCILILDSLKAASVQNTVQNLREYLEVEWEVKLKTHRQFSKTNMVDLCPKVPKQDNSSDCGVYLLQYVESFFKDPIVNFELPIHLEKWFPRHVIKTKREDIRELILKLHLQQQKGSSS
PfGluPho inh – PfG6PD enzyme inhibitors, primary screen, biochemical, fluorescence intensity, uHTS; AID 504690, 2011; 0.78% of 350,000 active; glucose-6-phosphate dehydrogenase-6-phosphogluconolactonase (Plasmodium falciparum 3D7); PfGluPho enzyme, NADPH resazurin-diaphorase fluorescence; inhibition, % at 20 µM;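 active = inhibition reaching at least a set limit at 20 µM in the primary screen, cut at about 59% in these data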;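 also: 0% = DMSO wells with substrate and 100% = DMSO wells lacking glucose-6-phosphate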
NALP3 yeast inh – NALP3 inflammasome inhibitors in reconstituted yeast, primary screen, luminescence, uHTS | Yeast reconstituted NLRP3/ASC/caspase-1, beta-gal luminescence, 24 h | inhibition, % at 10 µM | 0.39% of 330,000 active;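 active = inhibition of 50% or more; inactive = inhibition below 50%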;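 also: plate controls were induced DMSO wells for no effect and uninduced yeast grown without galactose for full effect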
SENP1 FRET inh – human SENP1 catalytic domain inhibitors, primary screen, biochemical, FRET, uHTS; Sentrin-specific protease 1 (Homo sapiens), Q9P0U3; recombinant SENP1 catalytic domain, CyPet-SUMO1-YPet FRET cleavage; inhibition, % at 10 µM; 0.21% of 360,000 active;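 active = inhibition at least 30% at 10 µM, raw YFP signal under a set limit, fluorescence ratio 0.5 to 1.5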;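 also: 0% = enzyme with DMSO and 100% = no enzyme wells; some results filed as inactive read as strong as hits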
Target sequence (Q9P0U3 419-644 limits assumed): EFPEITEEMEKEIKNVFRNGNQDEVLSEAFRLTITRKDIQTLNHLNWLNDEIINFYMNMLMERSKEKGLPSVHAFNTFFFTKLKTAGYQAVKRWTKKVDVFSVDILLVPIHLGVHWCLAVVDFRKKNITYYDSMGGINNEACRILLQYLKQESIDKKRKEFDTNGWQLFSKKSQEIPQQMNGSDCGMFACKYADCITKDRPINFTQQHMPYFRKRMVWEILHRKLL
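Controls: no-enzyme wells low, DMSO-plus-enzyme wells high control. Test system: human recombinant His6-tagged SENP1 catalytic domain enzyme. Reagent: SFCypet-SUMO1-SFYpet FRET protein substrate, 25 nM final. Doses: one dose per compound, 10 µM, 0.5% DMSO. Detection: FRET, CFP and YFP emission. Timing: 50 min reaction at room temperature.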
Apaf-1 inh – inhibitors of human Apaf-1 apoptosome, primary screen, biochemical, DEVD-Rh110 fluorescence, uHTS. reconstituted apoptosome caspase-3 activity. AID 489030, 2010. inhibition, % at 20 µM. Apoptotic protease-activating factor 1 (Homo sapiens), O14727. 0.71% of 330,000 active; active = inhibition of at least 40% at 20 µM;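 also: plate controls were DMSO wells for no effect and DEVD-CHO caspase inhibitor wells for full effect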
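System: Apoptosome proteins | Medium: Hepes pH 7.5 with detergent and BSA | Also added: Cytochrome c trigger plus (Z-DEVD)2-Rh110 caspase-3 substrate | Incubation: 30 min compound preincubation, 50 min activation, room temperature | Detection: Rhodamine 110 fluorescence at Ex 480/Em 540 nm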
SENP8 block-1 – human SENP8 protease inhibitors, primary screen, biochemical, fluorescence, Nedd8 protein substrate, uHTS | AID 602440, 2012 | 0.64% of 360,000 active | recombinant SENP8 | Sentrin-specific protease 8 (Homo sapiens), Q96LD8 | inhibition, % at 20 µM; in the data active = inhibition mostly above about 40%, no sharp cut-off; inactive = mostly below about 27%
Target sequence (Q96LD8 whole entry, looked up): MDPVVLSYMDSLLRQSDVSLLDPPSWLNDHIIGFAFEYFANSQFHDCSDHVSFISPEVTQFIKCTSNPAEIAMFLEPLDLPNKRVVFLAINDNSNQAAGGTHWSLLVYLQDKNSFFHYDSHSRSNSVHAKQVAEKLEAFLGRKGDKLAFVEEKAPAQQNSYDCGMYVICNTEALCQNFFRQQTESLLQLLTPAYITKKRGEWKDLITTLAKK
HKDC1 inhibitor – HKDC1 hexokinase inhibitors, primary screen, biochemical, fluorescence, uHTS; Q2TB90; recombinant HKDC1, G6PDH/diaphorase resazurin coupled fluorescence; inhibition, % at 20 µM; 0.16% of 340,000 active; AID 493160, 2011;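 active = inhibition above about 35% when tested at 20 µM, limit read from the data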;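 also: plate controls were DMSO wells with enzyme for no effect and DMSO wells lacking enzyme for full effect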
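Test system: recombinant HKDC1 (HK5) hexokinase enzyme, produced in-house / Doses: 20 µM test compound, 1% DMSO / Timing: 90 min, room temperature / Detection: G6PDH/diaphorase-coupled fluorescence, 1 mM NADP, 100 µM resazurin, 525/613 nm / Control set: DMSO wells with and without enzyme mix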
SENP8 block-2 – SENP8 protease inhibitors, primary screen, biochemical, luminescence; 1.2% of 330,000 active; inhibition, % at 10 µM; Sentrin-specific protease 8 (Homo sapiens), Q96LD8; AID 2540, 2010; purified SENP8, Z-RLRGG-aminoluciferin cleavage; in the data active = inhibition above about 50%
SENP6 block – SENP6 protease inhibitors, primary screen, biochemical, luminescence, uHTS; Recombinant SENP6 catalytic domain, aminoluciferin luminescence; inhibition, % at 10 µM; 1.8% of 330,000 active; AID 2599, 2010;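 active = inhibition above about 50% at the single tested dose, limit read from the data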;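 also: plate controls were DMSO wells with enzyme for no effect and DMSO wells lacking enzyme for full effect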
Numbers without * were called inactive; . = no result given.

A first look (2 entries):
SMILES	SENP7 inh	PfGluPho inh	NALP3 yeast inh	SENP1 FRET inh	Apaf-1 inh	SENP8 block-1	HKDC1 inhibitor	SENP8 block-2	SENP6 block
COc1ccc(C2=NN(C(=O)c3ccccc3)C(c3ccc(OC)c(OC)c3)C2)c(OC(C)=O)c1 (stereo not given)	-7	.	1	1	19	6	.	-6	10
Cc1nnc2ccc(-c3ccc(NS(=O)(=O)c4ccccc4)cc3)nn12	0	4	12	5	2	-293	1	5	4

This part in full, previewed entries included:
SMILES	SENP7 inh	PfGluPho inh	NALP3 yeast inh	SENP1 FRET inh	Apaf-1 inh	SENP8 block-1	HKDC1 inhibitor	SENP8 block-2	SENP6 block
COc1ccc(C2=NN(C(=O)c3ccccc3)C(c3ccc(OC)c(OC)c3)C2)c(OC(C)=O)c1 (stereo not given)	-7	.	1	1	19	6	.	-6	10
Cc1nnc2ccc(-c3ccc(NS(=O)(=O)c4ccccc4)cc3)nn12	0	4	12	5	2	-293	1	5	4
Cc1ccc(OCCNC(=O)c2cc(C(=O)NCCOc3ccc(C)cc3)cc([N+](=O)[O-])c2)cc1	-1	0	4	0	13	18	2	-10	10
COc1ccc(CCNC(=O)COC(=O)COc2ccc(Cl)cc2)cc1OC	-4	0	-7	3	2	1	-4	-15	0
CCOc1ccc(NC(=S)N(CCc2c(C)[nH]c3ccc(C)cc23)Cc2ccncc2)cc1	14	13	10	-20	15	-21	3	-11	-12
O=C(O)c1ccc(-c2nnc(-c3ccccc3)o2)cc1	98*	-8	-2	3	-1	21	-2	95*	99*
CCCCCOc1ccc(C(=O)CCC(=O)N2CCCC2)cc1	-6	-9	14	-1	15	5	-3	-10	-19
COc1ccc2c(COC(=O)CC3Sc4ccccc4NC3=O)cc(=O)oc2c1 (stereo not given)	9	3	15	-27	21	-360	11	-8	-11
O=C(CNC(=S)N(Cc1ccccc1)Cc1cccnc1)NC1CCCCC1	5	17	-9	1	2	14	-13	-2	-47
OCCNc1nc(SCc2ccccc2)nc2sc3c(c12)CCC3	.	55	.	-5	.	-19	6	.	.
Cc1cc(Nc2cccc(F)c2)n2c(n1)nc1ccccc12	6	-7	15	-51	-18	-28	-14	0	-13
Cc1cccc(NS(=O)(=O)c2csc(C(N)=O)c2)c1	0	-14	9	0	3	18	0	2	8
O=C(Nc1ccc(Br)cc1)c1ccc(N2C(=O)C3CCCCC3C2=O)cc1 (stereo not given)	-15	-10	19	2	13	15	-5	-13	-3
CCCCc1cc(=O)oc2cc(OCC(=O)N(CC)CC)ccc12	1	9	12	-1	6	-157	-2	4	7
O=c1cc(-c2ccccc2)[nH]n2cnnc12	7	-13	-1	3	3	-2	1	-8	11
C=C1CC2(CC(c3ccccc3)OC(c3ccccc3)C2)OC1=O (stereo not given)	.	7	.	0	.	-4	5	.	.
CC(=O)c1cccc(Nc2cc(C)nc3c(C)cc(C)cc23)c1	7	-5	5	1	-13	-44	-31	5	-2
O=C(/C=C/c1ccco1)Nc1nc(-c2ccccn2)cs1	-7	31	8	-15	8	-59	16	-8	-4
CC(=O)c1c(C)oc2ccc(OCc3ccccc3)cc12	33	5	48	-3	11	10	-1	34	55*
O=C(NC(=S)Nc1ccccc1[N+](=O)[O-])c1ccccc1	-15	7	29	0	14	18	2	-7	-21
Cc1ccc(C(=O)NC2CCCC2)cc1S(=O)(=O)N1CCCCC1	3	8	11	0	-4	3	0	1	22
Fc1ccccc1COc1ccccc1/C=N/Nc1nc(N2CCCC2)nc(N2CCCC2)n1	1	8	13	1	-2	14	-10	-5	-4
O=C(Cc1ccc(F)cc1)N1CCOCC1	-3	-11	16	-1	0	15	-1	1	10
CC(C)(C)c1ccc(OCCN2CCCC2)cc1	-7	9	19	1	-27	6	-12	-2	-2
COc1cccc(/C=C/C(=O)Nc2ccc3nc4n(c(=O)c3c2)CCCC4)c1OC	1	-5	-5	0	8	-73	5	-3	-7
Cc1ccc(C)c(S(=O)(=O)Nc2ccc(C(=O)NCC(c3ccco3)N(C)C)cc2)c1 (stereo not given)	6	-5	-4	-1	9	-5	-1	-5	-6
O=C(CNC(=O)c1ccc(Br)o1)Nc1ccc(N2CCCCCC2)cc1	5	18	7	1	12	12	3	2	0
CCc1ccccc1NC(=O)Nc1ccsc1C(=O)OC	-5	6	10	-2	7	-2	3	-2	-3
CN(C)CCCN(C(=O)c1ccc(S(=O)(=O)N2CCc3ccccc3C2)cc1)c1nc2c(F)cccc2s1	-3	23	6	-1	32	10	-8	-1	-13
CC(OC(=O)c1cccnc1Cl)C(=O)Nc1ccc2c(c1)OCO2 (stereo not given)	-5	5	-1	0	3	23	-3	-6	-2
Cc1cc(C)cc(N2C(=O)C3C4C=CC(C4)C3C2=O)c1 (stereo not given)	-7	6	3	2	0	18	-4	0	9
CCOc1ccccc1CNC(=O)CCNS(=O)(=O)c1ccc2[nH]c(=O)oc2c1	0	-5	15	-1	1	10	-5	-1	-16
CCOP(=O)(CN(CC)C(=O)c1ccccc1Br)OCC	11	6	7	1	-5	24	-3	3	-24
CC(C)N1C(=O)S/C(=C\c2ccc(-c3ccc(Cl)c(C(=O)O)c3)o2)C1=O	77*	16	20	-36	3	-191	8	86*	91*
O=C(CSc1nc2ccccc2o1)c1ccccc1	71*	12	-4	0	2	12	3	46	67*
O=C(O)c1cccc(Oc2ncnc3sc4c(c23)CCCC4)c1	-10	-12	14	-2	16	-3	-3	-13	-36

5 of these compounds, reformatted:
Second line of a record – SENP7 inh | PfGluPho inh | NALP3 yeast inh | SENP1 FRET inh | Apaf-1 inh | SENP8 block-1 | HKDC1 inhibitor | SENP8 block-2 | SENP6 block
CCOc1ccccc1CNC(=O)CCNS(=O)(=O)c1ccc2[nH]c(=O)oc2c1
→ 0 | -5 | 15 | -1 | 1 | 10 | -5 | -1 | -16
CCOP(=O)(CN(CC)C(=O)c1ccccc1Br)OCC
→ 11 | 6 | 7 | 1 | -5 | 24 | -3 | 3 | -24
CC(C)N1C(=O)S/C(=C\c2ccc(-c3ccc(Cl)c(C(=O)O)c3)o2)C1=O
→ 77* | 16 | 20 | -36 | 3 | -191 | 8 | 86* | 91*
O=C(CSc1nc2ccccc2o1)c1ccccc1
→ 71* | 12 | -4 | 0 | 2 | 12 | 3 | 46 | 67*
O=C(O)c1cccc(Oc2ncnc3sc4c(c23)CCCC4)c1
→ -10 | -12 | 14 | -2 | 16 | -3 | -3 | -13 | -36

The list goes on.
SMILES	SENP7 inh	PfGluPho inh	NALP3 yeast inh	SENP1 FRET inh	Apaf-1 inh	SENP8 block-1	HKDC1 inhibitor	SENP8 block-2	SENP6 block
CCc1c(C)nc(SCC(=O)N2CC(C)OC(C)C2)[nH]c1=O (stereo not given)	-2	2	6	0	0	9	3	0	-1
COCCn1c(SCC(=O)N2CCCCC2)nc2c(c1=O)SC(C)C2 (stereo not given)	-4	-3	23	2	0	3	-5	0	-5
CCn1c(SCc2cccc(C(F)(F)F)c2)nnc1-c1ccco1	4	12	14	1	-4	4	3	-4	-4
S=c1[nH]c(-c2ccccc2)cn1/N=C/c1ccccc1Br	9	35	19	12	18	15	3	-4	-3
COc1ccccc1NS(=O)(=O)c1cccs1	7	34	-33	0	-15	5	17	-7	0
Cc1ccc(C)c(S(=O)(=O)N2CCN(CC(=O)Nc3ccc([N+](=O)[O-])cc3)CC2)c1	-4	-7	3	-1	14	16	-7	-11	-6
CNC(=O)c1nnsc1S(=O)(=O)c1ccc(Cl)cc1	2	11	59*	3	4	-13	-1	3	-5
COc1ccc(-c2csc3ncn(Cc4ccccc4)c(=O)c23)cc1	-14	-3	39	-13	3	-30	-1	-6	-6
O=C(CN1C(=O)C2C3C=CC(C3)C2C1=O)N1CC=C(c2ccccc2)CC1 (stereo not given)	4	1	-4	-1	-36	18	-3	4	4
c1ccc(-c2cn3nc4c(nc3n2)CCCC4)cc1	26	18	15	-15	57*	-436	2	46	50*
COc1ccc(S(=O)(=O)N2CCN(C(=S)NCC3CCCO3)CC2)cc1OC (stereo not given)	0	4	3	2	10	-2	-4	-10	-8
Cc1ccc(-c2cc(-c3nnc(SCC(=O)NC(C)C(C)C)n3N)c3ccccc3n2)cc1 (stereo not given)	2	1	-9	1	-6	-57	-9	4	-10
CCN1CCN(C(c2ccc(OC)cc2)c2nnnn2Cc2ccc3c(c2)OCO3)CC1 (stereo not given)	6	-11	16	0	-1	-1	-6	5	-8
O=C(c1ccc(Cl)c([N+](=O)[O-])c1)N(Cc1ccc(F)cc1)C1CCS(=O)(=O)C1 (stereo not given)	9	12	6	2	2	14	3	-3	-8
O=C(CCCN1C(=O)/C(=C\c2ccccc2)SC1=S)Nc1ccc(C(=O)O)cc1	23	-37	12	3	0	10	5	66*	82*
COc1cc(C(=O)Nc2c(C(=O)O)[nH]c3ccc(C)cc23)cc(OC)c1OC	3	-2	3	-1	4	4	-1	-4	-3
CC(=O)c1ccc(N2CCN(C(=O)C3CCN(S(=O)(=O)c4ccc(F)cc4)CC3)CC2)cc1	-2	1	0	1	4	-413	5	-1	-4
COCCCNC(=O)Cn1c(=O)n(CC(=O)NCCc2ccc(OC)c(OC)c2)c(=O)c2sccc21	0	-16	-7	1	-22	22	18	1	-35
COc1ccc(S(=O)(=O)N(C)C[C@H]2Oc3ccc(NC(=O)C4CCCCC4)cc3C(=O)N([C@H](C)CO)C[C@@H]2C)cc1	6	-4	11	0	17	5	1	-3	6
Cc1cc(C)cc(NC(=O)N2CCC(C(=O)c3ccc(F)cc3)CC2)c1	-2	4	4	2	13	14	20	-12	11
Cc1cc(C(=O)NNC(=O)Cc2ccc(Cl)cc2)c(C)o1	-1	-5	16	2	-6	2	5	2	2
Cc1ccc(NC(=O)CCc2ccc(S(=O)(=O)NC3CCCCC3)cc2)cc1	5	11	0	1	18	28	3	0	6

Bioassay records deposited in PubChem by Sanford-Burnham Center for Chemical Genomics.
